Compound activity from PubChem.
Y pestis TopoI – Yersinia pestis topoisomerase I inhibitors, primary screen, biochemical, cleavage product accumulation, plate reader, single point; DNA topoisomerase I (Yersinia pestis CO92); Y. pestis Topo-I cleavage product accumulation; activity, % at 10 µM; 360,000 compounds, 0.064% hits; in the data active means activity above about 50%, passing the limit was not always enough; inconclusive means no clear call, values can overlap the other calls; further: inactives centre near 2
Anthrax LF inh2 – Bacillus anthracis LF protease inhibitors, primary screen, biochemical, multiplex microsphere, MLPCN library. Lethal factor (Bacillus anthracis), P15917. multiplex microsphere protease cleavage assay. inhibition, % at 10 µM. 360,000 compounds, 0.12% hits. AID 588501, 2011; further: plate controls were buffer without enzyme for full effect and enzyme alone for no effect
PfHsp40 yeast – rescue of yeast from PfHsp40 toxicity, primary screen, S. cerevisiae, ATP luminescence | S. cerevisiae expressing PfHsp40, growth rescue | growth rescue, % at 12.5 µM | 340,000 compounds, 0.68% hits | AID 504582, 2011; in the data active means growth rescue above about 28%, passing the limit was not always enough; inconclusive means no clear call, values can overlap the other calls;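 further: yeast W303a lacking pdr1 and pdr3 grown in galactose medium; growth measured after three days at 30 °C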
TcdB GH inh – TcdB glycohydrolase inhibitors, primary screen, biochemical, single point, plate reader; TcdB glycohydrolase enzymatic assay; inhibition, % at 9.99 µM; 350,000 compounds, 0.24% hits; AID 652162, 2013; in the data active means inhibition above about 10%
SSB-PriA inh – inhibitors of Klebsiella pneumoniae PriA binding to SSB C-terminal tail, primary screen, biochemical, AlphaScreen; AlphaScreen SSBct-PriA binding, biotinylated peptide; inhibition, % at 33 µM; 430,000 compounds, 0.6% hits; AID 1272365, 2023; in the data active means inhibition mostly above about 37%, no sharp cut-off; inactive means mostly below about 20%;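 further: plate controls were negative control peptide for no effect and reference peptide for full effect; strong numbers were not always called active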
CCHFV vOTU inh – CCHFV vOTU protease inhibitors, primary screen, biochemical, Pep-AMC substrate, fluorescence; Crimean-Congo hemorrhagic fever virus L polyprotein viral ovarian tumor (vOTU) protease …; inhibition, % at 11.5 µM; 370,000 compounds, 0.55% hits; AID 651958, 2012; in the data active means inhibition above about 30%; further: 0% = vehicle wells with enzyme and 100% = no enzyme wells
DUSP3 inh – VHR1 phosphatase inhibitors, primary screen, biochemical, absorbance, uHTS; recombinant VHR phosphatase, pNPP absorbance; inhibition, % at 13.3 µM; 290,000 compounds, 0.52% hits; AID 1654, 2009; in the data active means inhibition above about 50%; further: some compounds called inactive have numbers as strong as hits
BH1578 lux ind – inducers of Vibrio cholerae quorum light production without autoinducers, primary screen, BH1578 luxS cqsA deficient, single point. V. cholerae BH1578 lux reporter, luminescence, 6 h. activation, % at 18.7 µM. 350,000 compounds, 0.16% hits; in the data active means activation mostly above about 9.7%, no sharp cut-off; inconclusive means no clear call, values can overlap the other calls; inactive means mostly below about 3.7%; further: not every result past the cut was called active; inactives centre near 0; reference of the scale not given here
3CLpro inhibitor – SARS-CoV 3CLpro protease inhibitors, primary screen, biochemical, quenched FRET | Replicase polyprotein 1ab (Severe acute respiratory syndrome coronavirus), P0C6X7 | recombinant SARS-CoV 3CLpro, quenched FRET peptide cleavage | inhibition, % at 6 µM | 290,000 compounds, 0.14% hits; in the data active means inhibition above about 12%
BoNT A protease – BoNT/A light chain protease inhibitors, primary screen, biochemical, flow cytometry, MLPCN library; AID 588499, 2011; multiplex microsphere protease substrate cleavage; 360,000 compounds, 0.17% hits; inhibition, % at 10 µM; further: plate controls were buffer without enzyme for full effect and enzyme alone for no effect
* = called active by the depositor; i = inactive; ? = inconclusive; · = no result given; & = joins results of further samples. Unless noted, no stated cut-off is given here; in the data, active means inhibition above about 30%; inconclusive means no clear call, values can overlap the other calls; inactive means below that. An excerpt; the hit share may differ from the screen's.

Every second line gives: Y pestis TopoI	Anthrax LF inh2	PfHsp40 yeast	TcdB GH inh	SSB-PriA inh	CCHFV vOTU inh	DUSP3 inh	BH1578 lux ind	3CLpro inhibitor	BoNT A protease
Cc1ccc(S[C@@H](CCN2CC[C@H](O)CCC2=O)c2ccccc2)cc1
  27	-5	0.6	2.6	-2	4	9	i	3	-0.4
O=C(O)Cc1sc(Nc2ccccc2)nc1-c1cccs1
  -14	4	0.6	0.7	-11	21	15	i	2	3.3
O=C(CCn1cccc1)Nc1ccc(OC(F)(F)F)cc1
  -15	-7	1.7	0.8	9	-7	-7	i	1	-1.7
CCN1/C(=C/C(=O)c2ccco2)Sc2ccccc21
  -2	0	4.4	0.8	-3	-6	-2	·	-8	1.4
COc1cccc(CNC(=O)CCC2CCCN(C(=O)c3cc(C)on3)C2)c1 (stereo not given)
  -1	-8	1.7	1.1	-6	7	25	0.2	0	-0.7
CC1O[C@@H](O[C@H](C)CC[C@@H](C)O[C@H]2OC(C)[C@@H](O)C[C@H]2O)C(O)C[C@H]1O (stereo not given in full)
  -2	-6	-2.2	-0.1	-3	-9	·	-0.9	·	-0.1
COC(=O)C1=C(C(=O)OC)SC2(S1)C(C(=O)OC)=C(C(=O)OC)SC1=C2c2cccc(C)c2NC1(C)C
  -4	1	0.3	·	0	16	24	i	-3	0.8
CN(Cc1ccon1)C(=O)CC1C(=O)NCCN1CC1CCCCC1 (stereo not given)
  7	0	12	1.2	-11	-8	34	-0.1	-5	-0.1
Cc1ccccc1OCC(=O)NNC(=O)Cc1ccc(S(=O)(=O)N2CCOCC2)s1
  -6	-2	0.9	3.1	5	-6	·	i	·	-2.3
CCCCNC(=O)CSc1nc2cc3c(cc2c(=O)n1CCCN(CC)CC)OCO3
  -2	-12	0.1	·	-5	6	9	-0.7	4	0.5
O=C(CSc1ncnc2sccc12)NC1CCS(=O)(=O)C1 (stereo not given)
  0	2	0.1	3.4	1	3	·	i	·	0.9
CCCC1S/C(=N/N=C/c2ccco2)NC1=O (stereo not given)
  -3	-3	1.1	·	·	-5	-1	-0.2	2	-0.7
Cc1ccc(NC(=O)C(C)OC(=O)Cn2[nH]c(=O)c3ccccc3c2=O)cc1 (stereo not given)
  -4	·	-0.7	1.0	-6	-10	·	0.0	·	·
O=c1cc[nH]c2ccc([N+](=O)[O-])cc12
  0	-4	1.7	0.9	-2	6	2	-0.4	2	0.0
CN(C)CCCN(C(=O)c1ccc(S(=O)(=O)N2CCc3ccccc3C2)cc1)c1nc2c(F)cccc2s1
  -14	-3	-0.2	1.7	27&7	11	10	i	-2	-1.5
COc1ccc(N2CCN(C(=O)c3oc4ccccc4c3NC(=O)Cc3ccc(OC)c(OC)c3)CC2)cc1
  22	3	-0.8	0.7	8	-5	25	-0.3	-1	1.2
CC1Sc2ccc(C(=O)Nc3ncccc3O)cc2NC1=O (stereo not given)
  -2	·	-1.1	3.5	2	-6	·	-0.5	·	·
COc1cccc2cc(C(=O)OC(C)C(=O)c3ccc(C)cc3)c(=O)oc12 (stereo not given)
  12	-4	0.1	-1.8	5	-3	-23	i	1	-0.6
CCCN1CCC(=O)N([C@H](CSc2ccc(C)cc2)c2ccccc2)CC1
  9	-2	2.6	1.4	-1	8	23	i	·	0.3
Cc1[nH]c(=O)c(C#N)c(C)c1Br
  6	-1	-0.5	2.1	11	12	13	-1.7	-3	-0.2

Some values from the list:
COc1ccc(N2CCN(C(=O)c3oc4ccccc4c3NC(=O)Cc3ccc(OC)c(OC)c3)CC2)cc1 @ CCHFV vOTU inh: -5
COC(=O)C1=C(C(=O)OC)SC2(S1)C(C(=O)OC)=C(C(=O)OC)SC1=C2c2cccc(C)c2NC1(C)C @ PfHsp40 yeast: 0.3

Next structures:
Every second line gives: Y pestis TopoI	Anthrax LF inh2	PfHsp40 yeast	TcdB GH inh	SSB-PriA inh	CCHFV vOTU inh	DUSP3 inh	BH1578 lux ind	3CLpro inhibitor	BoNT A protease
COc1cc(C)c(S(=O)(=O)NCc2ccc3c(c2)OCO3)cc1C
  3	-8	1.4	1.1	-2	5	2	-1.5	-3	-0.3
CCn1cc(C(=O)OCC(=O)Nc2ccc(S(=O)(=O)N3CCCC3)cc2)c(=O)c2ccc(C)nc21
  -3	0	0.4	·	-10	-8	4	0.8	3	0.5
Nc1nc(SCc2ccc(Br)cc2)n[nH]1
  -5	0	0.7	0.1	0	15	12	-5.6	4	-0.5
Cc1ccc(CSCCNC(=O)c2cccc([N+](=O)[O-])c2)cc1
  2	-2	3.4	0.9	6	-12	12	-0.4	7	-0.7
COc1cccc(S(=O)(=O)N(C)C[C@H]2OCc3cnnn3CCCC(=O)N([C@H](C)CO)C[C@H]2C)c1
  -10	0	·	0.6&0.3&-1.2	·	5	·	0.6	·	-0.3
CC(=O)c1ccc(OCC(O)CN2CCc3ccccc3C2)cc1 (stereo not given)
  8	14	-0.4	0.5	4&-3	-14	-18	i	2	-0.8
CCN(CC)c1ccc(N=C2C=CC(=O)C=C2NC(C)=O)cc1
  -4	-8	·	0.0	-2	8	·	-0.1	·	-0.4
C=CCn1c(SCC(=O)Nc2nnc(CC)s2)nnc1-c1cccnc1
  3	-1	-1.4	·	-20	5	27	-1.4	4	-0.1
Cc1cc(C(=O)OCC(=O)N2CC(=O)Nc3ccccc32)c(C)n1-c1ccccc1
  22	-4	0.8	·	29	7	28	-1.3	5	-1.0
Cc1[nH]c2ccccc2c1C(=O)COC(=O)C1CC(=O)N(Cc2ccccc2)C1 (stereo not given)
  23	0	-1.0	·	2	-4	15	-0.3	-1	-0.6
Cc1noc(C)c1COc1cccc(C(=O)OC(C)C#N)c1 (stereo not given)
  4	2	-1.3	0.6	-8	-8	32	-0.3	3	-0.2
COc1ccc(C2CC(=O)C=C3c4ccc(OC)cc4CCC32)cc1 (stereo not given)
  -1	-12	·	-0.8	·	-7	·	-5.0	·	-0.1
O=C(COc1ccccc1CNC[C@H]1O[C@@H](n2ccc(=O)[nH]c2=O)[C@H](O)[C@@H]1O)N1CCCCC1
  ·	-7	·	-8.9	·	12	·	·	·	-0.1
COc1ccc(CNC(=O)CN(Cc2ccco2)C(=O)CNS(=O)(=O)c2ccc(F)cc2)cc1
  7	8	1.0	-0.3	-11	13	7	0.7	-1	-4.1
CC(CNC(=O)c1cc(COc2c(F)cccc2F)on1)Oc1cccnc1 (stereo not given)
  1	3	-0.1	0.7	2	16	24	-0.7	-5	2.5
CCOC(=O)Cn1cc(C#N)c2ccccc21
  -5	0	0.0	1.7	-2	10	16	-0.4	-3	1.1
CC(=O)c1ccc(NC(=S)NCCCN2CCOCC2)cc1
  0	2	1.1	2.1	3	-4	19	0.4	3	0.9
COc1ccc(S(=O)(=O)N2CCOCC2)cc1N(C)S(=O)(=O)c1ccc(C)cc1
  5	1	-1.4	0.5	-18	4	-14	-1.0	2	1.3
COc1c(O)cc2oc(-c3ccc(O)c(O)c3)cc(=O)c2c1O
  -9	6	0.7	-1.4	11	10	15	7.1	·	-0.4
COC(=O)[C@@]1(Cc2ccccc2)[C@H]2C(=O)N(C)C(=O)[C@H]2[C@H]2CN(C)C(=NCc3ccccc3)N21
  4	1	1.0	-2.2	-10	1	·	i	·	-0.3
COc1ccc(Oc2ccc(N/C=C3\CCCC3=O)cc2)cc1
  19	-3	-0.9	·	·	19	-7	-0.2	3	0.5
COCCNC(=O)NC(=O)COC(=O)Cc1ccc2c(c1)OCCO2
  -5	0	-0.9	·	-16	-11	-15	i	4	-0.3
Cc1ccc(-n2nc3c(=O)n(CC(=O)NCCc4ccco4)nc(C)c3c2C)cc1
  1	0	-0.6	0.5	-14	0	29	-0.6	2	-2.7
N#CCCN1CCN(Cn2c3ccccc3c3ccccc32)CC1
  0	-6	1.0	·	0	18	12	-0.3	0	-0.7
COc1cc(OC)c(C2N(c3ccc(Cl)c(Cl)c3)C(=O)C3CCCN32)cc1OC (stereo not given)
  14	-11	-0.4	·	-6	17	-4	-0.3	-1	0.2
Cc1ccc(C)c(S(=O)(=O)N2CCN(C(=O)C3CCN(c4ncnc5sc(C)c(C)c45)CC3)CC2)c1
  44	·	0.0	2.5	-2	-5	·	i	·	·
CC(Sc1nc2c(cc1C#N)CCCCC2)C(=O)O (stereo not given)
  ·	·	·	-0.9	-4	4	-3	·	-1	·
CN1CCN(/N=C/c2c(O)n(C)c(=O)n(C)c2=O)CC1
  5	8	-0.1	-1.0	·	-5	0	-0.2	2	-1.1
COc1ccccc1CC1CC(=O)N(c2ccc([N+](=O)[O-])cc2)C1=O (stereo not given)
  -2	0	·	0.6	·	-4	·	-0.9	·	0.4
NC(=O)CSc1nnc(Cc2ccc3c(c2)OCO3)n1C1CCCCC1
  10	-1	-0.9	0.5	-7	·	23	-0.2	1	0.3
O=C(CCC1CCCC1)NCCCNC(=O)CCC1CCCC1
  27	-2	0.6	-0.5	-8	-5	41	-3.9	-7	0.1
O=C(N/N=C/c1cn(-c2ccccc2)nc1-c1cccnc1)c1ccccc1
  3	2	3.2	0.8	·	26	10	-0.8	-2	-0.6
CCOC(=O)C1=C(C)N(CCCC(=O)O)C(=O)NC1c1ccccc1OS(=O)(=O)c1ccc([N+](=O)[O-])cc1 (stereo not given)
  -6	3	-1.8	-0.5	0	18	·	i	·	0.3
O=C(C1CC(=O)N(c2ccc3c(c2)OCCO3)C1)N1CCN(c2ccccc2)CC1 (stereo not given)
  4	0	1.6	0.0	-8	3	9	-0.2	0	0.6
Cc1cc(=O)oc(C)c1C(=O)N[C@@H](Cc1ccccc1)C(=O)O
  2	4	-0.5	2.8	-1	1	10	i	-2	-1.0
CCN(CC)S(=O)(=O)c1cc(NC(=O)C2Cc3ccccc3C(=O)O2)ccc1C (stereo not given)
  15	-3	-0.4	0.3	-12	2	13	i	0	-0.1
CCCSc1nnc(N)s1
  3	-1	0.1	1.2	4&-1	6	3	i	4	0.0
CN(C(=O)c1cc2n(n1)C(C(F)(F)F)CC(c1ccco1)N2)c1ccc(OC(F)(F)F)cc1 (stereo not given)
  4	?	1.1	·	-7	21	-1	-0.4	-1	-1.7
O=C(OC(C(=O)NCC1CCCO1)c1ccc(F)cc1)c1ccco1 (stereo not given)
  -1	-5	?	·	-15	-6	18	i	1	0.6
CCOc1ccc2nc(SCC(=O)NNC(=O)c3ccco3)c(C)cc2c1
  12	1	0.7	0.4	-12	5	20	0.7	2	-3.4
O=C(c1ccc2c(=O)n(Cc3ccccc3)c(=S)[nH]c2c1)N1CCOCC1
  7	1	-0.1	-0.8	2	-4	34	-0.3	-2	-1.7
CCOC(=O)C1CCCN(C(=O)c2ccc3c(c2)OCCO3)C1 (stereo not given)
  2	-4	-1.5	-0.5	3	-6	·	-0.9	·	-6.9
